# Source: PubChem BioAssay
# Hsp90 Hop PPI – changes Hsp90-Hop TPR2A binding signal, up or down. Potency, µM (titrated, usually from 57 µM), without a hit: top-dose activity change, negative = inhibition. AlphaScreen TPR2A-His6 binding biotin-Hsp90 C-terminal peptide. 0.44% of 71,000 active; active means well fitted curve in either direction with a large enough effect; inconclusive means small, poorly fitted or top-dose-only effect, or another doubt; further: potency means the concentration at half of the fitted maximal effect; on the % scale 0 is the no-effect control and ±100 the full control effect; many of its hits are not listed in these tables
# BRCT PPI green – blocks human BRCA1 BRCT binding to phosphopeptide, green readout; BRCA1 BRCT-phosphopeptide binding, green fluorescence polarization; Potency, µM (top dose mostly 76.9 µM), inactives show top-dose activity change, negative = inhibition, most hits filed as inhibitors; 0.05% of 75,000 active; AID 875;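 further: potency means the concentration at half of the fitted maximal effect; plate controls were peptide without protein for full effect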
#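 Fluorescence polarization: His-tagged BRCT (~35 kDa BRCA1 C-terminus, 250 nM) bound to 100 nM fluorescein-labeled phosphorylated 10-aa BACH1 peptide, pH 7.3 phosphate buffer with DTT and Tween 20. Compounds incubated 12 min at room temperature; inhibition read as lowered polarization.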
# 4-MU autofl – compound fluoresces in the 4-MU spectral region; compound autofluorescence, 340/450 nm, 4-MU equivalents; stronger effect = higher value; max dye-equivalent concentration, M; 11% of 59,000 active; in the data active means max dye-equivalent concentration above about 10 nM; inconclusive means mostly about 1.1 nM to 9.6 nM
#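 Intrinsic fluorescence at 340/450 nm (ex/em) was read after 15 min at room temperature in pH 8.0, 100 mM Tris. Each compound concentration expressed as 4-MU-equivalent concentration from a six-point 4-MU standard series on each plate.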
# HBB splice mod – hemoglobin beta splicing modulation; HBB splicing reporter cell assay, activation; EGFP reporter with mutant IVS2-654 intron; response scale: normalised to 500 nM splice-correcting PNA; Potency, µM (doses to about 46.1 µM), without a hit: at the top dose activation, actives largely listed as activators; 0.06% of 65,000 active; AID 925; further: potency means the concentration at half of the fitted maximal effect; 0% is about no effect
#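 HeLa cells stably expressing EGFP interrupted by mutant beta-globin intron 2 (IVS2-654), 500/well in 2% FCS. Treated with compound for 2 days at 37C. Splicing correction scored as total well GFP intensity (488 nm excitation, 500-520 nm emission); 500 nM antisense PNA served as control.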
# A350 autofl – compounds fluorescent in Alexa 350 spectral region | max dye-equivalent concentration, M | 11% of 59,000 active | Compound autofluorescence, 340/450 nm, Alexa 350 dye-equivalents; stronger effect = higher value; in the data active means max dye-equivalent concentration above about 10 nM; inconclusive means mostly about 1.1 nM to 9.6 nM
# Ub-GFP proteasome – proteasome inhibitors stabilizing ubiquitin-GFP reporter; Ubiquitin-GFP reporter cells, proteasome inhibition, GFP fluorescence; response scale: untreated = 0%, 10 µM MG-132 = 100%; Potency, µM (doses to about 45.9 µM), without a hit: top-dose activation (GFP accumulation), most hits filed as activators; 67,000 tested, under 10 active; active means well fitted activation curve with a large enough effect, not every such curve was filed as active; inconclusive means small, poorly fitted or top-dose-only effect, or another doubt; inactive means no such curve, though single readings can be large or run the other way; further: potency means the concentration at half of the fitted maximal effect
#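 Reporter cells (U2OS, ubiquitin-G76V-GFP fusion) are plated overnight, then treated 4 hr at 37 °C with compound titrations from 46 uM down to 2.9 nM. Activity is scaled against untreated cells and 10 uM MG-132.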
# Pol III holo inh – DNA polymerase III holoenzyme inhibition; reconstituted DNA polymerase III holoenzyme replication, biochemical; Potency, µM (titrated, usually from 57.1 µM), for inactives: top-dose activity change, negative = inhibition; 0.25% of 71,000 active; AID 603; further: potency means the concentration at half of the fitted maximal effect; on the % scale 0 is the no-effect control and ±100 the full control effect
#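 Reconstituted *E. coli* holoenzyme (0.35 nM Pol III, 1 nM beta, 154 nM SSB, 2 nM primase) was preincubated with compound for 15 min at RT. Synthesis on 1.4 nM ssM13Gori ran 35 min, then was stopped with PicoGreen/EDTA and read as dsDNA fluorescence.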
# Epigenetic mod – derepresses silenced GFP locus in mouse C127i cells; mouse C127i GFP locus derepression, cytometry, 30 h; Potency, µM (top dose mostly 46.1 µM), for inactives: top-dose GFP derepression (activation); 0.09% of 68,000 active; AID 597; further: % of control where 0% means no effect
#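 Read-out is the number of GFP-positive cells, scored as fluorescent objects 20 to 120 um wide, reflecting derepression of a silenced CMV-GFP reporter in murine C127i cells after 30 h compound exposure at 37 C.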
# 15-hLO inh – inhibitors of human 15-lipoxygenase (ALOX15). purified 15hLO-1, xylenol orange hydroperoxide absorbance. Potency, µM (titrated, usually from 57.1 µM), inactives show top-dose activity change, negative = inhibition, actives largely listed as inhibitors. 1.4% of 74,000 active; further: potency means the concentration at half of the fitted maximal effect; on the % scale 0 is the no-effect control and ±100 the full control effect; nearly all actives have a fitted effect of over 55% in size
#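 Inhibition is scored from a chromogenic endpoint. After 15 min enzyme-compound contact, arachidonic acid (50 uM final) reacts 6 min with 40 nM 15hLO-1 at room temperature, then Fe-XO reagent is added for 30 min and absorbance ratio recorded.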
# BRCT PPI red – disrupts BRCA1 BRCT binding to phosphoprotein, red fluorophore readout. P38398. BRCT-phosphopeptide binding, red fluorescence polarization. Potency, µM (highest dose often 76.9 µM), without a hit: top-dose activity change, negative = inhibition, most hits filed as inhibitors. 0.03% of 75,000 active; further: on the % scale 0 is the no-effect control and ±100 the full control effect
#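 Rhodamine-labelled pBACH1 10-mer (100 nM) bound to BRCT domain (100 nM) at pH 7.3; compounds incubated 12 min room temperature, polarization read. Free peptide defines full inhibition; unlabelled decapeptide titrated as control.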
# CRE Fsk mod – modulators of forskolin-stimulated CRE signaling in CHO cells. Potency, µM (top dose mostly 38.2 µM), inactives show at the top dose activity change, negative = inhibition, actives largely listed as activators. AID 662. 2.5% of 71,000 active. CHO CRE-bla reporter (cAMP response element driving beta-lactamase), forskolin EC10, beta-lactamase ratio; active means well fitted activation curve with a large enough effect in the signal ratio, with a control signal flat, not every such curve was filed as active; inconclusive means small, poorly fitted or top-dose-only effect, or effect the other way, or a change in a side signal; the % refers to the signal ratio; further: potency means the concentration at half of the fitted maximal effect; % of control where 0% means no effect
#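 Titrated compounds plus EC10 NKH 477 on CHO CRE-bla cells, 3 h, 37 °C. CCF4, 2 h RT. Ratio 460/530 nm → AC50.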
# The depositor's hits bear a star; i = inactive; ? = inconclusive; · = no result given; & = joins results of further samples; ! = a repeat was not active; [ ] = another dose, or the depositor's remark. Unless noted, the call rests on the fitted dose curve; in most records, active means well fitted curve in the direction sought with a large enough effect; inconclusive means small, poorly fitted or top-dose-only effect, or another doubt; inactive means no such curve, though single readings can be large; an effect the other way counts as inactive or inconclusive. These rows are one share of the data. The share of hits here may be higher or lower than overall.
# Start of the data: the first 2 compounds (preview)
SMILES	A350 autofl	Epigenetic mod	BRCT PPI red	HBB splice mod	Ub-GFP proteasome	BRCT PPI green	15-hLO inh	4-MU autofl	Pol III holo inh	CRE Fsk mod	Hsp90 Hop PPI
CC12CN3CC(C)(CN(C1)C3c1cccs1)C2O (centres undefined)	i	0%	0.8%	-0.7%	-3%	1.3%	5%	i	-4%	-7%	-2%
O=C(O)CSCC(=O)O	i	-1%[9.22 µM]	1.3%[15.4 µM]	3.5%[9.22 µM]	6%[9.17 µM]	-1.2%[15.4 µM]	-2%[11.4 µM]	i	-8%[11.4 µM]	3%[7.6 µM]	?

# All compounds of this part, from the first entry:
SMILES	A350 autofl	Epigenetic mod	BRCT PPI red	HBB splice mod	Ub-GFP proteasome	BRCT PPI green	15-hLO inh	4-MU autofl	Pol III holo inh	CRE Fsk mod	Hsp90 Hop PPI
CC12CN3CC(C)(CN(C1)C3c1cccs1)C2O (centres undefined)	i	0%	0.8%	-0.7%	-3%	1.3%	5%	i	-4%	-7%	-2%
O=C(O)CSCC(=O)O	i	-1%[9.22 µM]	1.3%[15.4 µM]	3.5%[9.22 µM]	6%[9.17 µM]	-1.2%[15.4 µM]	-2%[11.4 µM]	i	-8%[11.4 µM]	3%[7.6 µM]	?
CC(C)[C@@H]1CN[C@H](C(=O)O)[C@@H]1CC(=O)O	·	1%	0.9%	·	5%	0.3%	?	·	-4%	4%	-4%
N#CCBr	·	·	-0.4%	-0.3%	·	-1.2%	-9%	·	4%	-18%	-3%
c1ccc2c(c1)OC[C@@H](C1=NCCN1)O2	i	0%	0.0%	0.4%[20.6 µM]	-4%	-2.7%	9%[25.6 µM]	i	-2%	?	-4%
CC1(C)C2CC=C(CN3CCC(O)CC3)C1C2 (centres undefined)	?	2%	0.6%	0.5%	0%	-1.9%	6%	?	0%	-4%	-4%
Cc1cccc(-n2c(C)nc3cc(C(=O)N4CCC5(CC4)OCCO5)ccc32)c1	i	2%	-0.3%	3.2%[57.5 µM]	5%	-0.2%	19%	i	0%	?	1%
CNC[C@H](O)c1ccc(O)c(OC)c1	i	1%[20.6 µM]	0.6%[34.4 µM]	-1.6%[20.6 µM]	5%[20.5 µM]	1.7%[34.4 µM]	5%[25.6 µM]	i	-10%[25.6 µM]	-6%[17.1 µM]	-3%[26 µM]
C/C=C/c1ccc2c(c1)OCO2	·	·	1.3%	0.1%	·	-2.8%	6%	·	0%	-10%	4%
CN(C)[C@@H]1C(=O)C(C(N)=O)=C(O)[C@]2(O)C(=O)C3=C(O)c4c(O)cccc4[C@](C)(O)[C@H]3C[C@@H]12	i	0%[9.22 µM]	?	5.2%[9.22 µM]	3%[9.17 µM]	?	?	i	3.2µM*	1%[7.6 µM]	-7%[11 µM]
Cc1ccc(-c2cn3c(=S)[nH]nc3s2)cc1	i	2%	0.6%	-0.6%	4%	0.3%	?	i	-12%	5%	-6%
CCCCn1c(O)c(C(C)=Nc2ccc(OCC)cc2)c(=O)[nH]c1=O	?	2%	0.9%	3.0%[0.369 µM]	-2%	1.4%	-14%	i	-2%	?	-9%
ClCC(Cl)Cl	·	·	-1.0%	0.1%	·	-0.6%	1%	·	15%	-14%	0%
CNP1(NC)=Nc2nn(-c3ccccc3)c(N)c2C(c2ccccc2)=N1	i	0%	0.7%	-1.9%	1%	-3.4%	-5%	i	-5%	?	0%
O=P(N[C@@H](c1ccccc1)[C@@H]1C[C@H]1CO)(c1ccccc1)c1ccccc1	·	·	1.2%	-1.3%	·	-1.1%	-7%	·	-3%	-2%	1%
O=C(O)C(O)(c1ccc(-c2ccccc2)cc1)c1ccc(-c2ccccc2)cc1	i	2%[9.22 µM]	-3.4%[15.4 µM]	2.9%[9.22 µM]	2%[9.17 µM]	-2.3%[15.4 µM]	-23%[11.4 µM]	i	-10%[11.4 µM]	-12%[7.6 µM]	2%[11 µM]
Cc1nnc2n1-c1ccc(Br)cc1C(c1ccccc1Cl)=NC2	·	-2%	1.0%	-1.6%[0.0738 µM]	-9%[9.17 µM]	1.1%	4%[11.4 µM]	·	2%[11.4 µM]	-2%[7.6 µM]	-1%[11 µM]
CC(=O)NBr	i	-1%	-1.1%	0.0%	-6%	-2.7%	8%	i	4%	-2%	-2%
Cc1ccccc1-n1c(O)c(C=Nc2ccc(N(C)C)cc2)c(=O)[nH]c1=O	·	-4%	0.1%	-1.4%	-4%	0.7%	-23%	·	-6%	?	-8%
COc1ccccc1CN1CCN(C(=O)COc2ccccc2)CC1	i	0%	0.1%	-0.6%	-6%	-3.2%	-3%	i	5%	-2%	-3%
Cc1cccc(-n2c(O)c(C=NCc3cccnc3)c(=O)[nH]c2=O)c1C	i	4%	0.2%	0.3%[57.5 µM]	-1%	-1.1%	6%	i	-2%	10%	-4%
NC(N)=Nc1ccc2[nH]c3c(c2c1)C[C@]1(O)[C@@H]2Cc4ccc(O)c5c4[C@]1(CCN2CC1CC1)[C@@H]3O5	·	1%	-4.6%	·	-1%	1.4%	?	·	-6%	-2%	-2%
COc1ccc2c(c1)CC1(CN2C)C(=O)NC(=O)N(c2ccc(C)cc2)C1=O (centres undefined)	i	2%	-1.2%	3.9%[0.369 µM]	-3%	2.4%	-7%	i	-2%	-4%	-11%
ClCc1ccccc1	·	·	-1.1%	-0.1%	·	-0.3%	-1%	·	-4%	0%	0%
O=C(NC1(C(F)(F)F)Oc2ccccc2O1)N1CCC2(CC1)OCCO2	i	1%	-1.4%	1.1%	14%	-0.3%	-27%	i	?	?	-3%
OC(c1ccccc1)(c1ccccc1)C1CCNCC1	?	-2%[20.6 µM]	-0.2%[34.4 µM]	-0.8%[20.6 µM]	0%[20.5 µM]	-0.4%[34.4 µM]	1%[25.6 µM]	?	-5%[25.6 µM]	-5%[17.1 µM]	0%[26 µM]
CN1CC[C@@]2(CCCN(C(=O)c3csnn3)C2)C1	i	4%[9.22 µM]	-0.7%	3.2%	-4%	0.7%	13%	i	-3%	-2%	0%
S=c1[nH]c2ccccc2[nH]1	·	·	1.7%	0.0%	·	-1.6%	-5%	·	0%	-13%	-1%
NC[C@H](CP(=O)(O)O)c1ccc(Cl)cc1	i	-2%&0%	1.7%	-0.6%	-1%&3%	-3.0%	-12%[25.6 µM]	i	-2%&-1%	-8%&-8%	-1%&-5%
N[C@@H](Cc1c[nH]c2ccccc12)c1nnc(SCc2ccccc2)o1	?	-2%	-1.3%	1.1%[1.84 µM]	-7%	0.4%	-10%	i	2%	?	-3%
CCC[CH2][Sn]([Cl])([Cl])[Cl]	·	·	-6.5%	0.4%	·	-2.1%	-13%	·	-10%	-12%	0%
CCOC(=O)c1ccccc1C(=O)OCC	·	·	1.4%&-2.0%	-0.6%&0.2%	·	-0.9%&1.2%	-8%&4%	·	-1%&-2%	-7%&2%	-1%&-1%
CCN(CC)C(=O)N[C@@H]1C[C@H]2c3cccc4[nH]cc(c34)C[C@@H]2N(C)C1	i	1%&2%[20.6 µM]	-1.3%&-0.8%[34.4 µM]	1.1%&0.9%[20.6 µM]	0%&5%[20.5 µM]	-0.1%&-2.5%[34.4 µM]	7%&11%[25.6 µM]	i	-6%&-11%[25.6 µM]	-11%&-1%[17.1 µM]	-4%&-2%[26 µM]
N#Cc1c(/N=C/c2c(O)n(Cc3ccco3)c(=O)[nH]c2=O)sc2c1CCCC2	i	2%	1.4%	?	-1%	14%	-25%	i	-14%	8%	-12%
CC[N+](CC)(CC)CCOc1cccc(OCC[N+](CC)(CC)CC)c1OCC[N+](CC)(CC)CC	1.3e-08M*!	0%[20.6 µM]	0.8%[34.4 µM]	0.1%[20.6 µM]	15%[20.5 µM]	27%[34.4 µM]	?	1e-08M*!	-1%[25.6 µM]	5%[17.1 µM]	2%[26 µM]
Cc1ccc(N=C=O)cc1N=C=O	·	·	1.2%	-0.5%	·	-0.8%	-5%	·	-5%	-6%	-3%
OC[P+](CO)(CO)CO	·	·	2.0%	0.2%	·	-0.3%	-5%	·	-1%	-12%	-1%
CCCCCCCCc1ccc(O)cc1	·	·	-2.7%	0.0%	·	-1.2%	-15%	·	-6%	0%	2%
C=CC(=O)OCCN(C)C	·	·	0.0%	-0.8%	·	-3.5%	15%	·	1%	-1%	-3%
NC(=O)CN1C[C@@H](O)CC1=O	i	1%	-2.3%	3.3%	7%	-2.7%	7%	i	-10%	-4%	-8%
CCCCCC[N+](=O)[O-]	·	·	-0.1%	-0.2%	·	-0.1%	3%	·	-2%	-8%	0%
N#CCCCCC#N	·	·	-2.4%	0.7%	·	-0.6%	2%	·	-1%	-15%	-5%
